SRC2 inh: inhibition of GAL4-SRC2 driven luciferase reporter, primary screen, SRC2 inhibitor project, cell-based, luminescence. HEK293 GAL4-SRC2 luciferase reporter. Nuclear receptor coactivator 2 (Homo sapiens), Q15596. 370,000 tested, 0.17% active. inhibition, % at 9 µM. AID 651957, 2012;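 active = inhibition above the mean inhibition of all tested compounds plus 3 SD, set per campaign, cut at about 52% in these data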;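 note: 0% = DMSO treated cells and 100% = cells given Gossypol at 36 µM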
COUP-TFII inh: NR2F2 transcriptional activity inhibitors, primary screen, cell-based, luciferase reporter, HEK293T, luminescence; COUP transcription factor 2 (Homo sapiens), P24468; HEK293T NGFI-A luciferase reporter; inhibition, % at 8.6 µM; 370,000 tested, 0.7% active; AID 686940, 2013;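 active = inhibition above a per-plate cutoff, mean inhibition of test wells between control levels plus 3 SD, cut at about 38% in these data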;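 note: cells cotransfected with COUP-TFII expression vector driving the NGFI-A reporter; 0% = median of COUP-TF2 test wells and 100% = reporter-only cells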
NOD2 RIPK2 PPI: NOD2-RIPK2 binding disruptors in cells, primary screen, fluorescence, CHO cells, BLA complementation; Receptor-interacting serine/threonine-protein kinase 2 (Homo sapiens), O43353; CCF4 ratio; inhibition, % at 4.98 µM; 360,000 tested, 0.38% active; in the data active = inhibition above about 21%;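 note: 0% = vehicle only and 100% = reference blocker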
LRH-1 inv ag: LRH-1 (NR5A2) inverse agonists, primary screen, cell-based, luminescence, HEK293T, StAR-luciferase reporter; AID 602396, 2012; LRH-1 transfected, 24 h; 360,000 tested, 0.13% active; Nuclear receptor subfamily 5 group A member 2 (Homo sapiens), O00482; inhibition, % at 3.6 µM;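 active = inhibition above the mean inhibition of all tested compounds plus 3 SD, cut at about 73% in these data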;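 note: 0% = DMSO wells and 100% = reporter-only cells lacking LRH-1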
NCOA3 inh: SRC3 coactivator transcriptional activity inhibitors, primary screen, cell-based, luminescence | Nuclear receptor coactivator 3 (Homo sapiens), Q9Y6Q9 | HEK293 GAL4-SRC3 luciferase reporter | inhibition, % at 3.6 µM | 360,000 tested, 0.17% active | AID 588352, 2011;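 active = inhibition above a per-campaign cutoff, the mean of all compounds plus 3 SD, cut at about 60% in these data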;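 note: 0% = DMSO-treated cells and 100% = gossypol-treated cells at 36 µM; higher means less SRC3-driven luciferase light from the GAL4 reporter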
ABHD5-PLIN5 inh: ABHD5-PLIN5 interaction inhibitors, primary screen, cell lysate, split luciferase complementation, luminescence. 360,000 tested, 0.78% active. inhibition, % at 4 µM. Split G. princeps luciferase complementation, 4 h. Perilipin-5 (Homo sapiens) + 1-acylglycerol-3-phosphate O-acyltransferase ABHD5 (Homo …;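 active = inhibition above the mean inhibition across every tested compound plus 3 SD, cut at about 22% in these data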;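 note: 0% = DMSO only wells and the 100% control is not disclosed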
Target sequence (Q00G26 whole entry, looked up): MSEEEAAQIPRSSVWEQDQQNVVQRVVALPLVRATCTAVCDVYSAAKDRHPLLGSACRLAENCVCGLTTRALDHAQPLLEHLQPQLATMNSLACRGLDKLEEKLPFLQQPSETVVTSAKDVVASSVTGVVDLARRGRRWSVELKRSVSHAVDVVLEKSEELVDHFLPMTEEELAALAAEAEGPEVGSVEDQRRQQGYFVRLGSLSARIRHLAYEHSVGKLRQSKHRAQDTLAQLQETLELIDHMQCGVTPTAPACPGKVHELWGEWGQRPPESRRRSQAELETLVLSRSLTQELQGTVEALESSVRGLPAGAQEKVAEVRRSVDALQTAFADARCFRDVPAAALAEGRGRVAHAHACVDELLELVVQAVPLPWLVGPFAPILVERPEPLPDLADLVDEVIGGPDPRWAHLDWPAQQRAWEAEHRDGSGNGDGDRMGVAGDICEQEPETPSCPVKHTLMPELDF
Target sequence (Q8WTS1 whole entry, looked up): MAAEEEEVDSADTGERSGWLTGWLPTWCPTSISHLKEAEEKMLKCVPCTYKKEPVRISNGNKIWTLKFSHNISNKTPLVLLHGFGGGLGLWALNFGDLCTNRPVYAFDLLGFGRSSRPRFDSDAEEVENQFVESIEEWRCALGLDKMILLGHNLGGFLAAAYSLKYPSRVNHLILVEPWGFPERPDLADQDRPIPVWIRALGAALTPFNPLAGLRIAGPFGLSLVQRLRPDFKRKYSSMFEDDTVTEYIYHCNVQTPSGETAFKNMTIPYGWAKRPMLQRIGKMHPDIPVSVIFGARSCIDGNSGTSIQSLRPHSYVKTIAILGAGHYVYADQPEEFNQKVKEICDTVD
Exocytosis inh: LAMP-1 surface exposure blockers, TALL-104 cells – cell-based, flow cytometry, MLPCN library, primary screen | 360,000 tested, 0.66% active | AID 651702, 2012 | TALL-104 LAMP-1 surface exposure; cells stimulated with thapsigargin and PMA | inhibition, % at 10 µM;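 active = inhibition above about 55%, limit read from the data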
TWEAK-Fn14 inh: inhibitors of TWEAK-Fn14 signaling, primary screen, luciferase reporter cells, uHTS; TWEAK-stimulated Fn14 reporter cells, luciferase luminescence, 8 h; inhibition, % at 10 µM; 360,000 tested, 2% active; in the data active = inhibition above about 50%
NCOA1 inh: SRC1 coactivator transcriptional activity inhibitors, primary screen, cell-based, luminescence; HEK293 GAL4-SRC1 luciferase reporter; AID 588354, 2011; Nuclear receptor coactivator 1 (Homo sapiens), Q15788; 360,000 tested, 0.12% active; inhibition, % at 3.6 µM;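 active = inhibition above the campaign mean plus 3 SD, with each screening campaign given its own cutoff, cut at about 60% in these data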;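 note: 0% = DMSO treated cells and 100% = gossypol at 36 µM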
TROY NFkB inh: inhibitors of TROY-driven NF-kB signaling, primary screen, Q293 LMP1-TROYcd cells, NF-kB luciferase, uHTS. Q293 LMP1-TROYcd NF-kB luciferase reporter, 4 h. inhibition, % at 10 µM. 360,000 tested, 0.98% active;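 active = compounds whose plate-normalised and pattern-corrected inhibition of the luciferase reporter signal at the single screening dose is 50% or more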
TLR9-MyD88 block: inhibitors of TLR9-MyD88 association in cells, primary screen, cell-based, CHO, BLA complementation, fluorescence; Toll-like receptor 9 (Homo sapiens) + Myeloid differentiation primary response protein …; CCF4 FRET ratio; inhibition, % at 4.98 µM; 340,000 tested, 0.21% active;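 active = inhibition above the mean over all tested compounds plus 3 SD, cut at about 21% in these data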;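 note: 0% = DMSO only wells and 100% = clavulanate BLA inhibitor control wells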
Numbers without * were called inactive; . = no result given. Only part of the results is shown. The share of hits here may be higher or lower than overall.

SMILES	SRC2 inh	COUP-TFII inh	NOD2 RIPK2 PPI	LRH-1 inv ag	NCOA3 inh	ABHD5-PLIN5 inh	Exocytosis inh	TWEAK-Fn14 inh	NCOA1 inh	TROY NFkB inh	TLR9-MyD88 block
NS(=O)(=O)c1ccc(N/C=C\C(=O)c2cccc3ccccc23)cc1	-54	-20	3	-6	-4	5	-1	12	-9	16	-7
CCc1ccc(C(=O)Nc2ccc3nc(C)ccc3c2)cc1	-11	-33	1	-109	-61	-3	8	-25	-55	-36	0
COc1ccccc1NC(=O)c1ccc(NC(=O)c2ccc(=O)[nH]c2)cc1	2	-5	9	-20	3	2	-10	-8	-12	-2	-23
Cc1onc(-c2ccccc2)c1C(=O)Nc1ccc2c(c1)OCCO2	3	2	-5	12	-9	-4	-2	18	13	-2	3
O=C(CNC(=O)c1ccccc1F)NCCc1ccc(Cl)cc1Cl	-2	5	8	0	-6	7	-10	2	-7	7	-11
CSc1ccccc1C(=O)NC1CCCC1	-20	-27	1	1	-21	-1	-1	3	4	-3	-1
Cc1cc(Cl)ccc1OCC(=O)N/N=C/c1ccncc1	-9	-6	0	8	10	-5	-12	1	6	8	-9
CCN(CC)S(=O)(=O)c1ccc(Cl)c(NC(=O)COC(=O)c2ccc(O)cc2)c1	7	18	1	-27	14	-4	30	15	-17	41	1
Cc1ccc(Cn2nnc3c(=O)[nH]c(C4CCN(S(=O)(=O)c5ccc(F)cc5)CC4)nc32)cc1	2	-2	10	-3	12	3	2	4	8	6	-6
O=C(c1cc([N+](=O)[O-])ccc1N1CCOCC1)N1CCN(c2ccc([N+](=O)[O-])cc2)CC1	21	-5	-3	10	4	8	-6	-3	-11	4	-2
O=C(Nc1ccc2c(c1)OCO2)c1ccc2sc([C@@H]3O[C@H](CO)[C@H](O)[C@H](O)[C@H]3O)nc2c1	-5	4	12	-20	-17	0	-8	-4	-9	-15	.
O=C(Nc1ccc(-c2csnn2)cc1)C(Cl)(Cl)Cl	-31	19	-9	8	-12	-2	0	-28	0	-22	0
Cc1ccc(NC(=O)C2CCN(C(=O)OC(C)(C)C)CC2)cc1S(=O)(=O)N1CCCCC1	17	24	-3	-2	13	6	0	-2	8	15	0
CC(C)CNS(=O)(=O)c1ccc(C(=O)Nc2ccc3c(c2)OCO3)cc1	-1	5	3	-26	4	-4	-4	8	0	-19	-15
O=C(NC1CCCC1)C1C(c2ccc(C(F)(F)F)cc2)=Nc2ccccc2N1C(=O)c1ccco1 (stereo not given)	-22	-14	-4	-70	.	-1	-6	.	.	.	.
CC(C)n1c(=S)[nH]c2c1c(=O)[nH]c(=O)n2C	-15	5	-7	2	-1	-14	0	-12	11	-14	2
COc1ccc(C2=NS(=O)(=O)N(C)C(C(=O)NCc3ccc4c(c3)OCO4)=C2)cc1OC	-25	13	-3	7	-5	-2	-3	-2	6	-4	1
CCCC(C)(C)C(=O)N1CCC1(C)C(=O)Nc1cccc2ccccc12 (stereo not given)	21	4	7	9	-1	-1	-2	12	8	0	.
O=C(NC1CCCCCC1)C(=O)NC1CC1	18	9	-2	-28	-21	2	0	3	-25	10	-7
CCCCCNC(=O)Cc1ccc(OC)cc1	15	-5	-2	4	-27	-2	-2	-38	-5	-12	-6
CCc1nnc2n1N=C(c1ccc([N+](=O)[O-])cc1)CS2	-10	-11	2	3	14	-1	-4	-8	-13	-20	-5
O=C(CN1CCOCC1)Nc1cccc(C(F)(F)F)c1	-30	-5	-14	-13	3	7	1	18	-5	8	-7
CC1CCC(C(C)C)C(OC(=O)COC(=O)c2ccc(=O)[nH]c2)C1 (stereo not given)	-16	16	-2	-8	21	-3	6	-10	-49	-7	10
CCOC(=O)[C@H]1[C@H]2COc3cc(OC)ccc3[C@@H]2N2C(=O)CN(Cc3ccc(Cl)cc3)C(=O)[C@@]12C	14	-7	-8	-13	-5	5	-5	-20	-16	3	-3
O=C(Cc1ccc(S(=O)(=O)N2CCOCC2)s1)Nc1ccccc1N1CCCC1	-16	5	-7	3	-3	4	-2	15	3	-10	-2
COc1ccc(CCNC(=O)CCc2nnc(Cc3ccc4c(c3)OCO4)o2)c(OC)c1	-5	3	5	1	4	-6	-10	2	-11	-5	-7
CC(/C=C/c1cccc([N+](=O)[O-])c1)=N\NC(=O)c1ccncc1	0	-7	2	23	12	16	3	2	-31	3	-4
Clc1nc(-c2ccccc2)ncc1Oc1ccccc1	-17	8	-6	11	-10	-1	-11	-20	-24	-12	.
CCN1/C(=C2\C(=O)N(C)C(=S)N2c2ccccc2)C=Cc2ccccc21	0	1	-4	19	-2	17	-2	11	27	-22	-1
CC(C)(C)c1ccc(-c2nc(C#N)c(NCc3cccnc3)o2)cc1	-41	-14	5	-20	-19	6	-2	-16	-57	-35	7
COc1cc2c(cc1OC)C(c1ccc(Br)cc1)NCC2 (stereo not given)	7	-15	0	6	22	3	-1	-15	19	-6	.
COC(=O)[C@@]1(Cc2ccc(OC)cc2)[C@H]2c3cc(C(=O)N4CCCC4)n(Cc4ccccn4)c3C[C@H]2CN1C(=O)c1ccccc1	-4	-2	4	-10	.	14	-6	13	.	-13	.
COc1cccc(CC2(CO)CCCN(Cc3ccc(CN4CCCCC4)s3)C2)c1 (stereo not given)	-4	13	-2	-7	-3	4	11	0	-80	7	-2
CSc1ccccc1NC(=O)c1ccco1	3	3	0	3	-1	1	1	5	-19	8	-6
O=c1ccc(-c2ccc(S(=O)(=O)NCC3CCN(Cc4ccccc4F)CC3)s2)n[nH]1	-9	8	-1	9	-7	0	2	-34	-13	-8	8
COC(=O)c1ccccc1Sc1c(/C=N/OC(=O)c2ccccc2)c(C(F)(F)F)nn1C	0	-5	0	-25	-6	2	-2	2	4	5	0
CCOC(=O)CNC(=O)CSc1nnc(-c2ccco2)n1Cc1ccco1	-8	0	-5	15	-2	2	0	4	4	-5	-7
Cc1ccccc1Cc1c(C)nc2nc(SCC(=O)NCc3ccco3)nn2c1C	-26	-10	-2	11	-10	-3	2	-3	6	-1	9
COc1cc(CCC(=O)OCC(=O)Nc2ccc(F)cc2F)cc(OC)c1OC	-1	5	-15	11	3	0	8	-25	-9	10	-4
Cc1oc2ccc(OC(C(=O)O)c3ccccc3)cc2c1C(=O)O (stereo not given)	33	20	-4	0	-16	4	-6	6	-2	0	3
COc1cccc2c(=O)n(CC(=O)Nc3ccccc3)ccc12	-35	4	4	2	-19	7	-3	-10	-24	-8	5
C=CCn1c(-c2ccc(C)cc2)nc2ccccc21	-6	-23	-10	-22	-28	1	1	-24	-68	-28	7
CCCSc1nnc(Cn2c(=O)sc3ccccc32)n1-c1ccccc1	-4	5	-12	-34	7	-4	5	7	6	-14	5
Cc1noc(C)c1S(=O)(=O)Nc1ccc(C(=O)NC2CCCCCC2)cc1	-14	1	-5	-16	7	-5	-1	-20	-9	9	-11
CC(C)(C)CN1C(=O)C(=O)NC[C@H]1Cc1ccc(O)cc1	-2	4	0	3	-12	-5	-1	-3	-23	9	-13
Cc1sc2ncn(CC(=O)NCC(=O)N(C)Cc3ccccc3)c(=O)c2c1C	-10	-1	-6	-12	15	-7	-2	3	-2	-3	-10
Nc1cc(S(=O)(=O)N2CCOCC2)ccc1Oc1cccc(Br)c1	22	21	-11	23	20	-3	-1	1	16	-10	-8
COc1ccccc1OCCNC(=O)CN(c1cccc(C)c1)S(=O)(=O)c1ccccc1	11	-7	6	-15	3	1	-1	14	-1	18	-10
CC(/C=N/NC(=O)c1cc(-c2ccc(C)s2)[nH]n1)=C\c1ccccc1	-9	7	-10	-26	-4	-11	3	9	-26	8	5
Cc1cc(Cl)cc(C)c1OCC(=O)NC1CCCCCC1	-30	-26	-4	5	-10	1	16	-23	-14	-43	-8

Shown field by field: part of the list above.
mol: Cc1noc(C)c1S(=O)(=O)Nc1ccc(C(=O)NC2CCCCCC2)cc1
  SRC2 inh = -14 | COUP-TFII inh = 1 | NOD2 RIPK2 PPI = -5 | LRH-1 inv ag = -16 | NCOA3 inh = 7 | ABHD5-PLIN5 inh = -5 | Exocytosis inh = -1 | TWEAK-Fn14 inh = -20 | NCOA1 inh = -9 | TROY NFkB inh = 9 | TLR9-MyD88 block = -11
mol: CC(C)(C)CN1C(=O)C(=O)NC[C@H]1Cc1ccc(O)cc1
  SRC2 inh = -2 | COUP-TFII inh = 4 | NOD2 RIPK2 PPI = 0 | LRH-1 inv ag = 3 | NCOA3 inh = -12 | ABHD5-PLIN5 inh = -5 | Exocytosis inh = -1 | TWEAK-Fn14 inh = -3 | NCOA1 inh = -23 | TROY NFkB inh = 9 | TLR9-MyD88 block = -13
mol: Cc1sc2ncn(CC(=O)NCC(=O)N(C)Cc3ccccc3)c(=O)c2c1C
  SRC2 inh = -10 | COUP-TFII inh = -1 | NOD2 RIPK2 PPI = -6 | LRH-1 inv ag = -12 | NCOA3 inh = 15 | ABHD5-PLIN5 inh = -7 | Exocytosis inh = -2 | TWEAK-Fn14 inh = 3 | NCOA1 inh = -2 | TROY NFkB inh = -3 | TLR9-MyD88 block = -10
mol: Nc1cc(S(=O)(=O)N2CCOCC2)ccc1Oc1cccc(Br)c1
  SRC2 inh = 22 | COUP-TFII inh = 21 | NOD2 RIPK2 PPI = -11 | LRH-1 inv ag = 23 | NCOA3 inh = 20 | ABHD5-PLIN5 inh = -3 | Exocytosis inh = -1 | TWEAK-Fn14 inh = 1 | NCOA1 inh = 16 | TROY NFkB inh = -10 | TLR9-MyD88 block = -8

Random excerpt: 2 entries already listed.
SMILES	SRC2 inh	COUP-TFII inh	NOD2 RIPK2 PPI	LRH-1 inv ag	NCOA3 inh	ABHD5-PLIN5 inh	Exocytosis inh	TWEAK-Fn14 inh	NCOA1 inh	TROY NFkB inh	TLR9-MyD88 block
Cc1noc(C)c1S(=O)(=O)Nc1ccc(C(=O)NC2CCCCCC2)cc1	-14	1	-5	-16	7	-5	-1	-20	-9	9	-11
C=CCn1c(-c2ccc(C)cc2)nc2ccccc21	-6	-23	-10	-22	-28	1	1	-24	-68	-28	7

Sorted by value in LRH-1 inv ag (low to high): four from the list above
molecule	LRH-1 inv ag
O=C(Nc1ccc2c(c1)OCO2)c1ccc2sc([C@@H]3O[C@H](CO)[C@H](O)[C@H](O)[C@H]3O)nc2c1	-20
COC(=O)[C@@]1(Cc2ccc(OC)cc2)[C@H]2c3cc(C(=O)N4CCCC4)n(Cc4ccccn4)c3C[C@H]2CN1C(=O)c1ccccc1	-10
CSc1ccccc1NC(=O)c1ccco1	3
Nc1cc(S(=O)(=O)N2CCOCC2)ccc1Oc1cccc(Br)c1	23
